Screens (PubChem)
TcdB inh – inhibitors of Clostridioides difficile toxin B glycohydrolase; AID 652162; inhibition, % at 9.99 µM; P18177; 350,000 tested, 0.24% active; TcdB glycohydrolase enzymatic assay, plate reader; in the data active = inhibition above about 10%
* marks the source's active call; other numbers are inactive results; & = joins results of further samples. These rows are one share of the data; the hit share may differ from the screen's.

> CN(C)c1ccc2c(c1)[C@@H]1C[C@@H](CC(=O)NCc3ccc(Oc4ccccc4)cc3)O[C@@H](CO)[C@@H]1O2
  TcdB inh: -17
> C[C@@H]1CCCCO[C@@H](CN(C)C(=O)Cc2ccccc2)[C@H](C)CN([C@H](C)CO)C(=O)c2cc(NC(=O)Nc3ccc(F)cc3)ccc2O1
  TcdB inh: 0.3
> CCC(=O)Nc1ccc2c(c1)OC[C@@H](C)N(CCC(F)(F)F)C[C@H](C)[C@@H](OC)CN(C)C2=O
  TcdB inh: 0.3
> O=C(N[C@H]1CC[C@H](CCn2cc(C3CC3)nn2)O[C@H]1CO)c1cccnc1
  TcdB inh: -1.2
> COCC#Cc1ccc2c(c1)O[C@@H](CN(C)C(=O)COC)[C@H](C)CN([C@@H](C)CO)S2(=O)=O
  TcdB inh: 0.0
> CNC[C@H]1OCc2cnnn2CCCC(=O)N([C@H](C)CO)C[C@H]1C
  TcdB inh: -0.8
> C[C@H]1CN([C@@H](C)CO)C(=O)Cc2cc(NC(=O)Cc3ccccc3)ccc2O[C@@H]1CN(C)Cc1ccc(-c2ccccc2)cc1
  TcdB inh: 0.6
> COc1ccc(CN(C)C[C@H]2Oc3ccc(NS(=O)(=O)c4ccc(OC)cc4)cc3C(=O)N([C@@H](C)CO)C[C@H]2C)cc1
  TcdB inh: -1.2
> C[C@H]1CN([C@@H](C)CO)C(=O)CCCn2cc(nn2)CO[C@H]1CN(C)C(=O)Nc1ccccc1F
  TcdB inh: 0.2
> COC(=O)[C@@]1(Cc2ccccc2CN=[N+]=[N-])N=C(c2ccc(OCCCO)cc2)O[C@H]1c1ccccc1
  TcdB inh: 2.5

> Cc1ccccc1S(=O)(=O)N[C@@H]1CC[C@@H](CCn2cc(Cc3ccccc3)nn2)O[C@H]1CO
  TcdB inh: -1.0
> CO[C@H]1CN(C)C(=O)c2ccc(NC(=O)c3cc(C)on3)cc2OC[C@H](C)N(CC2CC2)C[C@H]1C
  TcdB inh: -0.1
> Cc1ccc(S(=O)(=O)N[C@H]2CC[C@@H](CCNC(=O)Cc3ccccn3)O[C@H]2CO)cc1
  TcdB inh: 1.4
> CO[C@H]1CN(C)C(=O)c2cccc(C#N)c2OC[C@H]2O[C@H](CC[C@H]2OC)CCN(C)C(=O)[C@H]1C
  TcdB inh: -1.0
> C[C@H](CO)N1C[C@H](C)[C@H](CN(C)C(=O)Nc2ccc(C(F)(F)F)cc2)Oc2c(NC(=O)C3CC3)cccc2C1=O
  TcdB inh: -1.2
> COc1ccc(S(=O)(=O)N(C)C[C@H]2Oc3ccc(NC(=O)CCCN(C)C)cc3C(=O)N([C@H](C)CO)C[C@H]2C)cc1
  TcdB inh: 0.2
> O=S1(=O)c2ccc(Br)cc2OC2CCCN1C2 (configuration not stated)
  TcdB inh: -1.0
> C[C@@H]1CN([C@@H](C)CO)C(=O)CCCn2nncc2CO[C@H]1CN(C)CC1CCCCC1
  TcdB inh: 0.0&1.0
> Cc1ccc(S(=O)(=O)Nc2ccc3c(c2)C(=O)N([C@H](C)CO)C[C@@H](C)[C@@H](CN(C)S(=O)(=O)c2ccc(C)cc2)O3)cc1
  TcdB inh: -0.1
> COc1ccc(NC(=O)N(C)C[C@@H]2OCCCC[C@H](C)Oc3ccc(NS(=O)(=O)c4ccc(F)cc4)cc3C(=O)N([C@H](C)CO)C[C@H]2C)cc1
  TcdB inh: -3.6

> CCN1[C@H](C(=O)N(C)C)[C@@H](CO)[C@@H]2Cn3c(ccc(-c4ccc(OC)cc4)c3=O)[C@@H]21
  TcdB inh: -0.7
> O=C(C[C@@H]1C[C@H]2c3cc(NC(=O)c4cccnc4)ccc3O[C@H]2[C@@H](CO)O1)NCc1ccncc1
  TcdB inh: -9.6
> O=C(C[C@H]1CC[C@@H]2[C@H](COC[C@@H](O)CN2C(=O)Nc2ccc(Cl)cc2)O1)NCC1CC1
  TcdB inh: -3.1
> O=C(c1cccnc1)N1C[C@H]2[C@@H](c3ccccc31)[C@@H](CO)N2C(=O)Nc1ccccc1F
  TcdB inh: -1.0
> Cc1ccc(S(=O)(=O)Nc2ccc3c(c2)CC(=O)N([C@H](C)CO)C[C@@H](C)[C@@H](CN(C)C(=O)Nc2ccc4c(c2)OCO4)O3)cc1
  TcdB inh: 0.9
> COCC#Cc1ccc([C@H]2[C@H](CO)N3CCCCN(C(=O)NC4CCCC4)C[C@@H]23)cc1
  TcdB inh: 0.3
> CCC(=O)Nc1ccc2c(c1)C(=O)N(C)[C@H]1CC[C@H](CC(=O)N[C@@H](C)c3ccccc3)O[C@@H]1CO2
  TcdB inh: 0.2
> CCOC(=O)C1CSCCS(=O)(=O)N1Cc1ccccc1C (configuration not stated)
  TcdB inh: 0.1
> CO[C@H]1CN(C)C(=O)c2ccc(NC(=O)C3CC3)cc2OC[C@H](C)N(C(=O)c2ccccc2F)C[C@@H]1C
  TcdB inh: -0.1
> CN(C)C(=O)c1cccc(-c2ccccc2[C@@H]2[C@H](C#N)N(C(=O)C3CCCCC3)[C@H]2CO)c1
  TcdB inh: 1.1

Part of the list above, bar-delimited.
mol | TcdB inh
CCC(=O)Nc1ccc2c(c1)C(=O)N(C)[C@H]1CC[C@H](CC(=O)N[C@@H](C)c3ccccc3)O[C@@H]1CO2 | 0.2
O=C(c1cccnc1)N1C[C@H]2[C@@H](c3ccccc31)[C@@H](CO)N2C(=O)Nc1ccccc1F | -1.0
O=C(C[C@H]1CC[C@@H]2[C@H](COC[C@@H](O)CN2C(=O)Nc2ccc(Cl)cc2)O1)NCC1CC1 | -3.1
CCOC(=O)C1CSCCS(=O)(=O)N1Cc1ccccc1C (configuration not stated) | 0.1
CCN1[C@H](C(=O)N(C)C)[C@@H](CO)[C@@H]2Cn3c(ccc(-c4ccc(OC)cc4)c3=O)[C@@H]21 | -0.7
COCC#Cc1ccc([C@H]2[C@H](CO)N3CCCCN(C(=O)NC4CCCC4)C[C@@H]23)cc1 | 0.3

The list goes on:
> O=S(=O)(N[C@@H]1CC[C@H](CCn2cc(C3(O)CCCC3)nn2)O[C@H]1CO)c1ccc(F)cc1
  TcdB inh: 1.3
> COc1ccccc1NC(=O)N1CCCCN2[C@H](CO)[C@H](c3ccc(-c4ccccc4)cc3)[C@@H]2C1
  TcdB inh: 0.6
> O=C(Nc1ccc(F)cc1)N[C@H]1CC[C@H](CCn2cc(-c3ccccc3F)nn2)O[C@@H]1CO
  TcdB inh: 0.5
> C[C@H](O)[C@@H]1C(=O)N2CCc3c([nH]c4c(-c5ccccc5)cccc34)[C@@H]2C[C@@H]1N(C)C(=O)OCc1ccccc1
  TcdB inh: -1.3
> COc1ccc(NC(=O)N2CCCCN3[C@@H](CO)[C@@H](c4ccc(-c5ccccc5F)cc4)[C@@H]3C2)cc1
  TcdB inh: 1.2
> C[C@H]1CN([C@@H](C)CO)C(=O)c2c(c3ccccc3n2C)-c2ccccc2CO[C@H]1CN(C)Cc1ccc(C(=O)O)cc1
  TcdB inh: -1.4
> COc1ccccc1-c1cnc2c(c1)C(=O)N([C@H](C)CO)C[C@H](C)[C@H](CN(C)C(=O)c1cccnc1)O2
  TcdB inh: -0.5
> COC(=O)[C@]12C[C@H](CC(=O)N3CCN(C(=O)c4ccco4)CC3)C(=O)N(CCC3=CCCCC3)C1=C[C@H](C(C)(C)C)O[C@@H]2C
  TcdB inh: 2.0
> O=C(NCC(F)(F)F)[C@H]1[C@H](CO)[C@H]2Cn3c(ccc(-c4ccncc4)c3=O)[C@H]2N1Cc1ccncc1
  TcdB inh: 1.0
> C[C@@H]1CN([C@H](C)CO)S(=O)(=O)c2ccc(C3=CCCCC3)cc2O[C@H]1CN(C)C(=O)c1ccncc1
  TcdB inh: 1.1

> C[C@@H]1CN([C@H](C)CO)C(=O)c2cc(NS(=O)(=O)c3cn(C)cn3)ccc2O[C@H]1CN(C)Cc1ccc(-c2ccccc2)cc1
  TcdB inh: 0.8
> CN(C)c1ccc2c(c1)[C@H]1C[C@H](CC(=O)NC3CCCC3)O[C@H](CO)[C@H]1O2
  TcdB inh: -39
> CC(C)NC(=O)N1CC2(C1)[C@H](c1ccccc1)[C@H](CO)N2CCC(F)(F)F
  TcdB inh: -0.3
> CO[C@@H]1CN(C)C(=O)c2cc(NS(C)(=O)=O)ccc2OC[C@H](C)N(C(=O)C2CC2)C[C@H]1C
  TcdB inh: 0.3
> COc1ccc(S(=O)(=O)Nc2cccc3c2O[C@@H](CN(C)C(=O)Nc2ccc(F)cc2)[C@@H](C)CN([C@H](C)CO)C3=O)cc1
  TcdB inh: -0.1
> O=C(Cc1ccccn1)N1CC(=O)N2[C@H](C1)[C@@H](c1ccc(-c3ccccc3)cc1)[C@@H]2CO
  TcdB inh: 0.6
> COCC(=O)N(C)C[C@@H]1Oc2ncc(C#C[C@H](C)O)cc2C(=O)N([C@H](C)CO)C[C@H]1C
  TcdB inh: 0.5
> O=C(NC1CCCCC1)C(c1ccc(C(F)(F)F)cc1)n1c(=O)c(-c2ccco2)nc2ccccc21 (configuration not stated)
  TcdB inh: 0.2
> CCC(=O)N1CCCCN2[C@H](CO)[C@H](c3ccc(-c4cccc(C#N)c4)cc3)[C@@H]2C1
  TcdB inh: 1.5
> C/C=C/c1ccc([C@@H]2[C@@H](CO)N3CCCCN(C(=O)Nc4ccccc4F)C[C@@H]23)cc1
  TcdB inh: 1.2

> CCCNC(=O)N1C[C@@H]2[C@H](c3ccccc31)[C@@H](CO)N2C(=O)Nc1ccc(F)cc1
  TcdB inh: -0.2
> C[C@@H]1CCCCO[C@@H](CN(C)Cc2ccncc2)[C@H](C)CN([C@@H](C)CO)C(=O)c2cc(NC(=O)Nc3ccc4c(c3)OCO4)ccc2O1
  TcdB inh: 1.2
> CCCNC(=O)C[C@@H]1C[C@H]2c3cc(NC(=O)C4CCOCC4)ccc3O[C@H]2[C@H](CO)O1
  TcdB inh: -0.1
> O=C(C[C@H]1C[C@H]2c3cc(NC(=O)NC4CCCC4)ccc3O[C@H]2[C@H](CO)O1)NCCc1ccccc1
  TcdB inh: 1.0
> C[C@@H](O)C#Cc1ccc([C@H]2[C@H](CO)N3CCCCN(S(=O)(=O)Cc4ccccc4)C[C@@H]23)cc1
  TcdB inh: 0.2
> CCC(=O)N1[C@H](CO)[C@H]2c3ccccc3N(C(=O)NC(C)C)C[C@H]21
  TcdB inh: -0.3
> C[C@H](CO)N1C[C@H](C)[C@H](CN(C)C(=O)CCCN(C)C)OCCCC[C@H](C)Oc2ccc(NC(=O)CCC(F)(F)F)cc2C1=O
  TcdB inh: 0.2
> C[C@@H]1CCCCO[C@@H](CN(C)S(=O)(=O)c2ccccc2)[C@H](C)CN([C@H](C)CO)C(=O)c2cc(NS(=O)(=O)c3ccc(F)cc3)ccc2O1
  TcdB inh: -13
> O=C(C[C@H]1C[C@@H]2c3cc(NC(=O)NC4CCCC4)ccc3O[C@@H]2[C@H](CO)O1)NC1CCCC1
  TcdB inh: -0.2
> C[C@H](CO)N1C[C@H](C)[C@@H](CN(C)Cc2ccc(C(=O)Nc3ccccc3N)cc2)Oc2ccc(NS(C)(=O)=O)cc2C1=O
  TcdB inh: -1.0

> C[C@@H]1CN([C@H](C)CO)C(=O)c2cc(NC(=O)NC3CCCCC3)ccc2O[C@@H](C)CCCCO[C@@H]1CN(C)Cc1ccc2c(c1)OCO2
  TcdB inh: 1.6
> COc1cccc(C(=O)Nc2ccc3c(c2)C(=O)N(C)C[C@H](OC)[C@@H](C)CN(C(=O)C2CCCC2)[C@H](C)CO3)c1
  TcdB inh: -0.1
> CNC[C@@H]1OCCCC[C@H](C)Oc2ccc(NS(=O)(=O)c3ccccc3)cc2C(=O)N([C@@H](C)CO)C[C@@H]1C
  TcdB inh: -0.2
> COCC(=O)Nc1ccc2c(c1)OC[C@H](C)N(C)C[C@@H](C)[C@H](OC)CN(C)C2=O
  TcdB inh: -0.2
> Cc1ccccc1S(=O)(=O)N[C@@H]1CC[C@@H](CCn2cc(-c3ccc(F)cc3)nn2)O[C@H]1CO
  TcdB inh: 0.1
> Cc1ccc(S(=O)(=O)N(C)C[C@H]2OCCCC[C@H](C)Oc3ccc(NC(=O)Nc4c(C)noc4C)cc3C(=O)N([C@H](C)CO)C[C@@H]2C)cc1
  TcdB inh: 1.4
> O=C(c1ccccc1)N1[C@@H](CO)[C@@H](c2ccccc2)C12CN(CCC(F)(F)F)C2
  TcdB inh: -0.7
> Cc1cc(C(=O)Nc2cccc3c2O[C@H](CN(C)S(=O)(=O)c2ccc(Cl)cc2)[C@@H](C)CN([C@H](C)CO)C3=O)n(C)n1
  TcdB inh: -1.4
> CCN1C(=O)N(C(C)=O)[C@@H]2C[C@H](C(=O)N3CCCC3)[C@H](C)[C@H](c3ccccc3)C[C@@H]21
  TcdB inh: -0.3
